MmCpn inh = M. maripaludis TRiC chaperonin inhibition; purified Mm-Cpn ATPase, ADP Transcreener TR-FRET; Potency, µM (titrated, usually from 76.9 µM), for inactives: at the highest dose activity, negative = inhibition, hits mostly inhibitors; hit rate 0.031% among 330,000; AID 504842; also: potency is read from the fitted curve at half-maximal effect; % is scaled to controls: 0 for no effect and ±100 for the full control effect; nearly all actives have a fitted effect of over 80% in size
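TR-FRET (320 nm excitation; 590 and 665 nm emission) reports ADP made from 10 uM ATP by 25 nM enzyme; compounds were preincubated 10 min, reaction run 30 min, both at 37°C.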
FUS suppressor = suppressors of FUS proteinopathy in yeast | hit rate 0.24% among 390,000 | AID 1347120 | Potency, µM (titrated, usually from 76.6 µM), without a hit: top-dose growth rescue (activation), usual class: activators | S. cerevisiae FUS-expressing, growth rescue, OD600, 24 h;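 also: potency is read from the fitted curve at half-maximal effect; plate controls were DMSO vehicle for no effect and reference control for full effect; nearly all actives have a fitted effect of over 55% in size; some results filed as inactive show a strong effect at the top dose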
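Cultures pregrown in 2.5% raffinose medium are shifted to minimal medium containing 2% galactose to express toxic FUS. Compounds are tested at several concentrations. After 24hr at 30C, growth is quantified at 600 nm absorbance.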
PTHR1 agonist = agonists of human PTHR1 parathyroid hormone receptor; Q03431; HEK293 GP2 PTHR1 cells, GloSensor cAMP luminescence, 1 h; Potency, µM (doses to about 115 µM), inactives show at the top dose activation, hits mostly activators; hit rate 0.075% among 410,000; also: potency is read from the fitted curve at half-maximal effect; nearly all actives have a fitted effect of over 55% in size; some results filed as inactive show a strong effect at the top dose; inactives centre near -15; many of its hits are not listed in these tables
Target sequence (Q03431 whole entry, looked up): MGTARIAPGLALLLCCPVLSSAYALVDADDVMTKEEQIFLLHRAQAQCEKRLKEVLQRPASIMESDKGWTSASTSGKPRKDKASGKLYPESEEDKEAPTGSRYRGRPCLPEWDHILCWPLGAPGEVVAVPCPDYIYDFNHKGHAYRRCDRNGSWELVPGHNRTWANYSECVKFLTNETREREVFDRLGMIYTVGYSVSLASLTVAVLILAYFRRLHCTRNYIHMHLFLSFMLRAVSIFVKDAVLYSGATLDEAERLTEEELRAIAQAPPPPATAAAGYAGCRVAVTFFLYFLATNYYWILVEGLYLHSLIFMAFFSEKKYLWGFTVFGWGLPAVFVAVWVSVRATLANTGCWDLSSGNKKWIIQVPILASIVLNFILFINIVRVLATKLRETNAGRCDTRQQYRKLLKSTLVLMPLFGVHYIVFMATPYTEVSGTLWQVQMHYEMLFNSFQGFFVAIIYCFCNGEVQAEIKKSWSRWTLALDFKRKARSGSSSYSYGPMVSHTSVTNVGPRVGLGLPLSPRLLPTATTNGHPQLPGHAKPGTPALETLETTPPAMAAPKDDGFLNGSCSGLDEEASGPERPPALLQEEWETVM
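HEK-293-derived GP2 cells expressing PTHR1 and a GloSensor cAMP reporter, 3,000/well, plated overnight, given luciferin plus IBMX (each 0.5 mM as added) for 1 h at 37 °C, then compound for 1 h at 37 °C. Luminescence was read after 15 min at room temperature.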
TDP-43 yeast inh = TDP-43 toxicity inhibition in yeast; hit rate 1.8% among 410,000; Potency, µM (top dose mostly 46.1 µM), without a hit: at the highest dose growth rescue (activation), most hits filed as activators; TDP-43 expressing yeast growth rescue, BacTiter-Glo, 24 h; also: potency is read from the fitted curve at half-maximal effect; % of control where 0% means no effect; nearly all actives have a fitted effect of over 50% in size
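Growth rescue of TDP-43-toxic yeast measured as ATP luminescence (BacTiter-Glo). Cells grown to mid-log in raffinose, induced in galactose at OD600=0.02, exposed to compound 24 hr at 30 deg C.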
aSyn rescue = rescues yeast growth from alpha-synuclein toxicity; Yeast expressing alpha-synuclein, growth rescue, BacTiter-Glo, 24 h; Potency, µM (doses to about 46.1 µM), inactives show at the highest dose growth rescue (activation), usual class: activators; hit rate 0.14% among 370,000; also: potency is read from the fitted curve at half-maximal effect; % of control where 0% means no effect; nearly all actives have a fitted effect of over 65% in size
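Screening used galactose-induced yeast with toxic alpha-synuclein levels, exposed to compound for 24 hr at 30 deg C. Cell growth, read with BacTiter-Glo luminescence, gave the measured signal.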
Abeta rescue = compounds reversing amyloid beta toxicity in yeast. yeast expressing A-beta42, growth rescue, OD600, 48 h; response scale: 0% DMSO, 100% iron-clioquinol control. Potency, µM (highest dose often 46.1 µM), inactives show top-dose growth rescue, most hits filed as activators. hit rate 0.063% among 410,000; also: potency is read from the fitted curve at half-maximal effect; nearly all actives have a fitted effect of over 55% in size
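Growth rescue measured by 600 nm absorbance after 48 h yeast culture at 30 C with compound. Values normalized between DMSO and an equimolar ferric chloride plus clioquinol control.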
GLP-1R inv ag = inverse agonists of human GLP-1 receptor; P43220; HEK293 GLP-1R CRE-luciferase, luminescence, 24 h; GLP-1R form is constitutively active; Potency, µM (series often up to 38.3 µM), without a hit: at the top dose activity change, negative = inhibition, hits mostly inhibitors; hit rate 1.6% among 410,000; AID 624417; also: potency is read from the fitted curve at half-maximal effect; % is scaled to controls: 0 for no effect and ±100 for the full control effect; nearly all actives have a fitted effect of over 55% in size
Target sequence (P43220 whole entry, looked up): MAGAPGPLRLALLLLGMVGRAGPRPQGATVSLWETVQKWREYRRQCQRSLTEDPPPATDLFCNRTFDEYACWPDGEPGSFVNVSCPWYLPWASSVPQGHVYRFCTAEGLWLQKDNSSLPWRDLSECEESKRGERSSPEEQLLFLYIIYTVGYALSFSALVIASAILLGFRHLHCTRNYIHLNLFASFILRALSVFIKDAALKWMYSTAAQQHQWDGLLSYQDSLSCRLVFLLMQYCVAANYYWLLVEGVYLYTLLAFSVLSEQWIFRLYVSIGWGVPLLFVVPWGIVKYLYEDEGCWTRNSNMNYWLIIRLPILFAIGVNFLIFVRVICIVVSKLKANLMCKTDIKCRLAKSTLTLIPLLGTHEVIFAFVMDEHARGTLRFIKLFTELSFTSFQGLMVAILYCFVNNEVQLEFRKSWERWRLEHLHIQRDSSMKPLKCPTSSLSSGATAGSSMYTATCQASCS
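qHTS in 1536-well format: reporter HEK293 cells expressing constitutive GLP-1R activity in DMEM + 10% Nu serum, 24 hr with compounds at 37 deg C, luminescence read after 12 min with detection reagent.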
GLP1R cytotox = cytotoxic in the GLP-1 receptor inverse agonist counter-screen. HEK293 cAMP-luciferase reporter cells, luminescence, 24 h. Potency, µM (top dose mostly 38.3 µM), without a hit: at the top dose activity change, negative = inhibition, actives largely listed as inhibitors. hit rate 0.13% among 410,000;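 also: loss of luciferase light is scored as toxicity; potency is read from the fitted curve at half-maximal effect; % is scaled to controls: 0 for no effect and ±100 for the full control effect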
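To flag toxic compounds, the library was rerun on cells for 24 hr at 37 deg C and 5% CO2. Viability-linked luminescence was captured 12 min after adding luciferase detection reagent.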
Akt phos inh = blocks phosphorylation of Akt; hit rate 0.32% among 360,000; activity change, % for hits at 50 µM; AID 651550; Neuro2A IGF-stimulated pAkt S473 HTRF, 20 min; hits give low values; in the data active = activity change below about -80%; inconclusive = mostly about -51% to -80%; also: % is scaled to controls: 0 for no effect and ±100 for the full control effect
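Neuro2A cells (4,500/well, DMEM with 0.5% FBS) were treated with compound at a single 50 µM final concentration, stimulated with 6 nM IGF for 20 min at 37 °C, and lysed. Phospho-Akt Ser473 was read by HTRF as 665/615 ratio ×10^4.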
Active calls of the source: *; i = inactive; ? = inconclusive; · = no result given; & = joins results of further samples; [ ] = dose if it differs, or a comment. Unless noted, calls follow the shape of the dose curve; as a rule, active = well fitted curve in the direction sought with a large enough effect; inconclusive = small, poorly fitted or top-dose-only effect, or another doubt; inactive = no such curve, though single readings can be large; an effect the other way counts as inactive or inconclusive. The list is partial. The share of hits here may be higher or lower than overall.

The line under a structure holds: Akt phos inh	PTHR1 agonist	aSyn rescue	GLP-1R inv ag	Abeta rescue	TDP-43 yeast inh	FUS suppressor	MmCpn inh	GLP1R cytotox
- O=C(CCCN1C(=O)c2cccnc2C1=O)Nc1ccc(Br)cc1
    i	-12%	1%	-17%	-19%	-23%	14%	-1%	-1%
- COC(=O)c1cccc(NC(=O)CCc2c(C)noc2C)c1
    i	-1%	1%	-5%	9%	16%	2%	1%	-4%
- C/C(=N\N=C(/N)SC1CC(=O)N(c2ccc(Cl)c(Cl)c2)C1=O)c1cccs1 (configuration not stated)
    i	i	0%	0%	18%	-4%	3%	1%	-18%
- CC(C(=O)N1CCCCCC1)c1ccc([N+](=O)[O-])cc1 (configuration not stated)
    i	i	3%	-23%	-7%	7%	-24%	0%	6%
- CCOC(=O)CN(C(=O)CSc1nnc(-c2ccc(OC)c(OC)c2)o1)c1ccccc1
    i	i	5%	29%	17%	0%	8%	0%	?
- Nc1nccc2c1ncn2C1OC(CO)C(O)C1O (configuration not stated)
    i	i	-6%	-12%	6%	8%	-15%	·	-16%
- CCOC(=O)c1nc2ccccc2s1
    i	-11%[57.5 µM]	6%	4%	16%	-4%	5%	1%	-8%
- CN(C)/C=N/S(=O)(=O)c1ccc(Cl)cc1
    i	-22%	5%	6%	-2%	17%	-32%	0%	-3%
- Cc1cc(C(=O)N2CCc3ccccc32)ccc1[N+](=O)[O-]
    i	-10%	?	-2%	-2%	?	-16%	·	-13%
- CC(C)CNS(=O)(=O)c1cc(C(=O)OC2CCOC2=O)c(Cl)cc1Cl (configuration not stated)
    i	-65%[inhibitor]	-6%	1%	-16%	-8%	-16%	1%	-9%
- COC(=O)c1cc(S(=O)(=O)Nc2cc(OC)cc(OC)c2)cn1C
    i	-46%[inhibitor]	-2%	-2%	-13%	8%	-12%	3%	0%
- COc1ccc(CC2(C)OC(c3ccc(C)cc3)=NN2C(C)=O)cc1 (configuration not stated)
    i	i	1%	?	-1%	16%	31%	2%	8%
- O=C(O)CC1(CC(=O)Nc2ccc(C(F)(F)F)cc2)CCCC1
    i	i	-3%	-2%	-4%	-15%	11%	0%	-6%
- O=C1NC[C@@H](CCCCN2C[C@H](Cc3ccc(O)cc3)N(Cc3ccccc3)C(=O)C2=O)N(CC2CCCCC2)C1=O
    i	-4%	0%	4%	-13%	6%	32%	·	-2%
- CCNc1nc(NCC)n2c(SCC(=O)Nc3ccc(F)cc3)nnc2n1
    i	-24%	-2%	-1%	3%	-5%	18%	4%	1%
- O=C(NCCc1ccccc1Cl)C1CCC(=O)N(Cc2ccc(Cl)cc2)C1 (configuration not stated)
    i	-21%	10%	?	20%	11%	29%	6%	-26%
- O=C(C1CCN(C2CCN(CC3CC=CCC3)CC2)CC1)N1CCOCC1 (configuration not stated)
    i	i	-1%	-27%	-6%	7%	-4%	-15%	1%
- CCN(CC)CCNC(=O)CCCCn1c(=S)[nH]c2c([nH]c3ccc(OC)cc32)c1=O
    i	-21%[57.5 µM]	1%	7%	9%	-23%	30%	-3%	-4%
- Cc1ccccc1CS(=O)(=O)c1cnc2ccccc2n1
    i	-47%[57.5 µM]	3%	?	3%	-3%	-55%[inhibitor]	-3%	-19%
- CC(=O)N1[C@H](Cc2ccccc2)C=C[C@]1(C)C(=O)NCc1ccccn1
    i	i	-1%	5%	0%	18%	-25%	1%	0%
- COC(=O)c1cccc(NC(=O)CSc2nnc(COc3ccccc3)n2C)c1
    i	-3%[57.5 µM]	2%	7%	-13%	-13%	20%	1%	-4%
- C=CCOc1ccc(Cl)cc1CNCCCN1CCOCC1
    i	i	1%	-18%	-4%	-14%	8%	0%	-12%
- O=C1C(=Cc2cccc(Cl)c2)CCc2ccccc21
    i	-56%[inhibitor]	-22%	?	-14%	20µM*	9%	·	-2%
- CCOc1ccc(-c2noc(-c3csc([C@@H]4O[C@H](CO)[C@H](O)[C@H](O)[C@H]4O)n3)n2)cc1
    i	-53%[inhibitor]	0%	13%	-19%	9%	-14%	·	6%
- Cc1cc(C)c(C)c(S(=O)(=O)NCc2ccc(C(=O)N3CCOCC3)cc2)c1C
    i	-12%	-1%	9%	3%	-11%	·	-2%	-29%
- CCc1nc2c(OCc3ccc(Cl)cc3)cccn2c1N(C)C(=O)C1CC1
    i	-17%	1%	?	4%	20%	-4%	·	-24%
- CCOc1ccccc1CNC(=O)c1ccc(-n2c(C)cc3c2CCC(C)C3)cc1 (configuration not stated)
    ·	i	·	8%	-9%	6%	32%	·	2%
- O=C(CCc1ccccc1O)N/N=C/c1ccc(Sc2cccc3cccnc23)o1
    i	-24%[57.5 µM]	-6%	-7%	12%	17%	21%	-5%	?
- O=C(CCC(=O)OCCCC(F)(F)C(F)(F)F)NC1CCCCC1
    i	-8%[57.5 µM]	-5%	-25%	7%	-18%	22%	0%	-6%
- Cc1ccc(OCC(=O)Nn2cnc3ccccc32)cc1
    i	i	1%	30%	22%	0%	-8%	3%	4%
- COc1ccc(-c2coc3c(C(=O)Nc4cccnc4)cccc23)c(C)c1
    i	-39%[inhibitor]	-13%	-28%	-30%	18µM*	?	·	-16%
- CC(=O)Nc1ccc(NC(=O)C(C)OC(=O)C2CCCCC2)cc1 (configuration not stated)
    i	-17%	-9%	17%	-10%	2%	·	2%	21%
- CC(C)OC(=O)c1cccc(C(=O)Oc2ccc(Br)cc2)n1
    i	-13%[57.5 µM]	0%	0%	-4%	-31%[inhibitor]	22%	1%	7%
- CCN(CC)S(=O)(=O)c1ccc2c(c1)nc(CCC(=O)OCc1c(C)noc1C)n2C
    i	-15%[57.5 µM]	0%	14%	12%	-11%	27%	1%	68%[activator]
- CCCC[n+]1ccn(-c2nc3ccccc3nc2[N-]S(=O)(=O)c2ccc(Br)cc2)c1
    i	i	-3%	-17%	?	0%	5%	0%	?
- CN(CC(=O)O)S(=O)(=O)/C=C/c1ccccc1
    i	i	0%	-9%	-12%	-25%	31%	0%	-7%
- CCN(c1ccc(OC)cc1)S(=O)(=O)c1ccc2c(c1)NC(=O)CS2
    i	28%	6%	?	-10%	-40%[inhibitor]	?	-2%	35%[activator]
- CC[C@H]1CN2CCc3cc(OC)c(OC)cc3[C@@H]2C[C@@H]1C[C@H]1NCCc2cc(OC)c(OC)cc21
    i	-18%	7%&0%	-92%	-12%	6%	-25%	0%	-36%
- Cc1ccc(S(=O)(=O)NCc2nc3nc(C)cc(C)n3n2)cc1
    ·	-6%	·	0%	-18%	-18%	-15%	·	2%
- O=C(/C=C/c1cn(-c2ccccc2)nc1-c1cccnc1)NCCN1CCOCC1
    i	i	-2%	84%[activator]	-15%	-19%[0.397 µM]	20%	-2%	12%
- CNCC(O)COc1cccc(OC)c1 (configuration not stated)
    i	-18%	0%	-8%	-3%	-20%	11%	-2%	16%
- CCOC(=O)c1cnc(SC)nc1Sc1ccc(Cl)cc1Cl
    i	i	10%	1%	-2%	4%	-25%	-1%	18%
- Cn1c(=O)c2c(nc(NCc3ccco3)n2CC(O)CO)n(C)c1=O (configuration not stated)
    i	-68%[inhibitor]	-5%	6%	7%	2%	-2%	-10%	2%
- O=S(=O)(c1ccccc1)N1CCC(n2cnc3ccccc32)CC1
    i	-19%	1%	-21%	-2%	39%	-7%	0%	1%
- CC(=O)N1N=C(c2cccc([N+](=O)[O-])c2)OC1c1ccccc1Cl (configuration not stated)
    i	-6%	7%	-9%	3%	22µM*	16%	-2%	3%
- COc1ccc(N2CC(O)=C(c3nc(-c4ccc(F)cc4)cs3)C2=N)cc1Cl
    i	i	1%	1%	-18%	-24%[9.22 µM]	16%	-3%	19%
- CCn1c2nc(SCCN3CCOCC3)nnc2c2cc(C)cc(C)c21
    i	i	-3%	4%	-14%	0%	15%	0%	-19%
- C=CCn1c2[n+](c3ccccc3c1=O)CCCCC2
    i	-32%[inhibitor]	0%	-4%	3%	?	-32%	-3%	5%
- CCN1CCN(c2ccc(S(=O)(=O)N3CCCCC3)cc2NC(=O)c2ccc(F)cc2)CC1
    i	-9%	-7%	4%	21%	-6%	0%	2%	-11%
- CN1CCN(Cc2c(O)ccc3cc(Br)ccc23)CC1
    i	-38%[inhibitor]	14%	-19%	9%	?	39%	0%	?
- COc1cc(OC)cc(C(=O)NNC(=O)CNC(=O)c2cccs2)c1
    i	i	8%	3%	1%	16%	-20%	1%	2%
- COc1ccc(NS(=O)(=O)c2cccc(C(=O)N(C)Cc3cccs3)c2)cc1
    i	i	-2%	-4%	17%	-13%	10%	0%	-13%
- CCn1cc(C(=O)O)c(=O)c2cc(F)c(N/N=C/c3ccccc3[N+](=O)[O-])cc21
    i	-42%[inhibitor]	-3%	13%	-3%	2%	1%	-1%	-5%
- Nc1nnc(SCC(=O)OCC(=O)NC2CCCCC2)s1
    i	-22%	?	6%	-1%	0%	-35%	1%	-5%
- CCOc1ccc(NC(=O)CSc2nc3ccccc3c(=O)n2CCCC(=O)NCC2CCCO2)cc1 (configuration not stated)
    i	i	2%	0%	2%	-6%	-6%	-2%	-1%

In another format: results already given.
structure	Akt phos inh	PTHR1 agonist	aSyn rescue	GLP-1R inv ag	Abeta rescue	TDP-43 yeast inh	FUS suppressor	MmCpn inh	GLP1R cytotox
COc1ccc(CC2(C)OC(c3ccc(C)cc3)=NN2C(C)=O)cc1 (configuration not stated)	i	i	1%	?	-1%	16%	31%	2%	8%
O=C(O)CC1(CC(=O)Nc2ccc(C(F)(F)F)cc2)CCCC1	i	i	-3%	-2%	-4%	-15%	11%	0%	-6%

Source: PubChem BioAssay
